Screening results as filed in PubChem.
M5 PAM: human M5 muscarinic receptor positive allosteric modulators, primary screen, CHO-K1 cells, Fluo-8 calcium fluorescence; Muscarinic acetylcholine receptor M5 (Homo sapiens), P08912; CHO-K1 hM5, ACh EC20 PAM; 0% = ACh EC20, 100% = ACh EC100; activation, % at 3 µM; 360,000 tested, 0.3% active; AID 624038, 2012;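 active = activation above the run cutoff, the mean activation of all test compounds plus 3 SD, cut at about 18% in these data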
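Replicates: One well per compound, no replicates | System: Human M5 receptor in CHO-K1 cells | Benchmarks: Low control EC20 acetylcholine (0%), high control EC100 acetylcholine (100%) | Probe or stimulus: Acetylcholine, EC20 level | Times: Fluo-8 loading 80 min at 37 °C plus 30 min room temperature | Signal: Intracellular calcium via Fluo-8 fluorescence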
TAAR1 antag: human TAAR1 antagonists, primary screen, Fluo-8 calcium fluorescence, CHO RD-HGA16 cells; 360,000 tested, 1.5% active; Trace amine-associated receptor 1 (Homo sapiens), Q96RJ0; inhibition, % at 3 µM; antagonist;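 active = inhibition above a per-plate cutoff, the mean inhibition of test compounds on that plate plus 3 SD, cut at about 49% in these data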;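 note: 0% = DMSO plus EC80 beta-PEA response and 100% = DMSO alone without agonist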
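Material: CHO RD-HGA16 cells bearing hTAAR1; compound dosing: one-point dosing, 3 µM nominal final; schedule: dye loading 75 min at 37 °C, then 30 min room temperature; measured by: calcium fluorescence with Fluo-8; control set: vehicle and agonist controls; replication: n of 1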
CRFBP-R2 block: antagonists of CRF-BP/CRF-R2 complex, primary screen, cell-based, HEK293, calcium dye fluorescence, uHTS | CRF-induced calcium fluorescence | inhibition, % at 11.8 µM | 350,000 tested, 0.59% active | AID 588475, 2011;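 active = inhibition of the ligand-induced calcium signal above about 50% at the single tested concentration, limit read from the data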
CHRM4 PAM: human M4 muscarinic receptor positive allosteric modulators, primary screen, CHO-K1 cells, Fluo-8 calcium fluorescence | CHO-K1 hM4/Gqi5, ACh EC20; 0% = ACh EC20, 100% = maximal ACh | activation, % at 3 µM | 360,000 tested, 0.4% active | AID 624126, 2012;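 active = activation above its plate's cutoff, the mean activation of sample wells plus 3 SD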; note: some results filed as inactive read as strong as hits
CRFR2-BP ag: agonists of CRF-BP/CRF-R2 complex, primary screen, cell-based, HEK293, calcium dye fluorescence, uHTS | CRF-binding protein / CRF receptor 2 complex (human) | calcium dye fluorescence (FLIPR); percent of saturating CRF peptide response | activation, % at 13.2 µM | 350,000 tested, 0.46% active | AID 588473, 2011;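 active = activation of at least 50%, plus an integration ratio under a set limit after plate pattern correction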;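 note: plate controls were neutral control wells without compound for no effect and CRF at EC100 for full effect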
M5 antag: human M5 muscarinic receptor antagonists, primary screen, CHO cells, Fluo-8 calcium fluorescence; Muscarinic acetylcholine receptor M5 (Homo sapiens), P08912; CHO-hM5 cells, ACh EC80; 360,000 tested, 0.59% active; inhibition, % at 3 µM;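 active = inhibition above a per-plate cutoff, the mean of that plate's test compounds plus 3 SD, cut at about 27% in these data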;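 note: 0% = acetylcholine EC80 with DMSO and 100% = DMSO without agonist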
M1 PAM parental: nonselective calcium activators in parental CHO-K1 cells, primary screen, counter-screen for M1 PAM project, cell-based, Fluo-8 calcium fluorescence, full deck, 1536-well. ATP EC20; 0% at ATP EC20, 100% at ATP max. activation, % at 3 µM. 360,000 tested, 0.02% active. AID 602247, 2012;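 active = activation above the run cutoff, the mean activation of all test compounds plus 3 SD, cut at about 40% in these data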;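 note: peak over basal fluorescence ratio in a 140 s read after ATP addition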
TAAR1 agonist: human TAAR1 agonists, primary screen, Fluo-8 calcium fluorescence, CHO RD-HGA16 cells; Trace amine-associated receptor 1 (Homo sapiens), Q96RJ0; vehicle wells 0%, saturating PEA agonist 100%; activation, % at 3 µM; 360,000 tested, 0.99% active;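 active = activation above the mean activation of all test compounds in the run plus 3 SD, cut at about 38% in these data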
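Repeats: no replicates (n 1) | Material: CHO-derived RD-HGA16 cells with stable Gα16 and human TAAR1 | Technique: Kinetic Fluo-8 calcium fluorescence | Schedule: 17-24 h seeding, 75 min 37 °C dye, 30 min RT | Evaluation: % activation from peak over basal fluorescence ratio, DMSO-to-PEA scaled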
CHRM5 agonist: human M5 muscarinic receptor agonists, primary screen, CHO-K1 cells, Fluo-8 calcium fluorescence; Muscarinic acetylcholine receptor M5 (Homo sapiens), P08912; AID 624037, 2012; activation, % at 3 µM; CHO-K1 hM5 cells; 0% DMSO wells, 100% maximal acetylcholine response; 360,000 tested, 0.19% active;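 active = activation above the run's mean over test compounds plus 3 SD, cut at about 23% in these data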;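 note: signal is peak over basal fluorescence ratio across the kinetic read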
* hit, by the source's call; nt = no result given. This is a random part of the collection. About 4.2% of those tested had a hit in this group.

SMILES	M5 PAM	TAAR1 antag	CRFBP-R2 block	CHRM4 PAM	CRFR2-BP ag	M5 antag	M1 PAM parental	TAAR1 agonist	CHRM5 agonist
COc1ccccc1-c1cccc([C@@H]2C[C@H]3[C@H](CON3C)CN2C)c1	3	14	19	2	0.8	4	13	1	-1
CCC(C)c1ccccc1N1CC(C(=O)N2CCN(S(=O)(=O)c3ccc(F)cc3)CC2)CC1=O (centres undefined)	2	-9	3	-4	-1.0	-3	16	9	-1
COc1cc(OC)cc(C(=O)N[C@H](C(=O)OCC(=O)N2CCN(S(=O)(=O)c3ccc(C)cc3)CC2)C(C)C)c1	5	5	31	-2	-1.7	8	6	1	-5
O=C(NCC1CCCN1S(=O)(=O)c1cccs1)c1ccc([N+](=O)[O-])cc1 (centres undefined)	-2	-9	5	-5	0.6	5	-3	1	-6
O=C(Nc1cc(Cl)cc(Cl)c1)c1cccc(OC(F)F)c1	-20	30	-25	-12	4.7	11	-10	9	-3
CCc1nc2c(OCCOc3ccccc3)cccn2c1N(C)C(=O)c1cccs1	-4	-16	nt	7	nt	2	0	-1	-2
Cc1ccc(Cc2cnc(NC(=O)/C(C#N)=C/c3ccc(-c4ccccc4[N+](=O)[O-])o3)s2)cc1	4	5	6	-1	0.0	1	8	12	-2
COc1ccc(NC(=O)C2CSC3c4ccccc4C(=O)N23)cc1 (centres undefined)	3	-2	2	2	-1.1	6	21	0	-6
O=C(Nc1cc(Cl)ccc1Cl)N1CCN(C(=O)Nc2cc(Cl)ccc2Cl)CC1	5	-26	0	1	-2.7	3	-10	0	2
O=C1c2[nH]c(=O)[nH]c(=O)c2CN1Cc1ccccc1	-3	-26	0	-2	-0.3	16	-20	8	1
O=[N+]([O-])c1ccc2c3n([n+]([O-])c2c1)CCN=C3c1ccc(Cl)cc1	14	7	6	-3	4.4	-5	13	2	2
CCc1cc(C(=O)NNC(=O)CCl)sc1C	5	7	8	9	-1.1	-7	23	4	0
CCN1CCN(CCNC(=O)c2ccc(CS(=O)c3ccc(Cl)cc3)o2)CC1 (centres undefined)	8	-10	10	3	-0.9	-1	-14	0	-5
Cc1c(C(=O)N(C)C2CCCCC2)sc2ncnc(N3CCN(c4ccccc4)CC3)c12	-10	29	-14	-17	-0.6	5	19	3	-9
COc1ccc([N+](=O)[O-])cc1N(CC(=O)NCc1ccco1)S(C)(=O)=O	0	-12	8	-3	0.3	-8	17	7	0
Cc1ccccc1-c1noc(C2CCCCC2)n1	-1	4	-11	-2	3.2	4	-3	12	1
O=C(Nc1nnc([C@H]2C[C@H](O)[C@@H](CO)O2)s1)NC1CCCCC1	-3	-19	nt	2	nt	3	11	3	-1
C=CCn1c(Cc2nc3ccccc3[nH]2)n[nH]c1=S	-3	7	-2	0	-2.7	-4	-9	0	1
CCOC(=O)Nc1c(C(=O)OC)[nH]c2cc(OC)ccc12	-3	-26	-11	2	2.8	-4	17	2	0
COC(=O)CSc1nnc(CNC(=O)c2ccccc2F)n1-c1ccccc1	1	-4	-4	-5	0.3	-1	10	1	3
COc1cccc(CN(C)C(=O)C(CCSC)NS(=O)(=O)c2ccc3c(c2)OCCO3)c1OC (centres undefined)	-33	75*	7	-4	-2.8	22	5	18	5
COc1ccccc1N1N=C(C(=O)c2ccccc2)C2C(=O)N(c3ccc(Br)cc3)C(=O)C21 (centres undefined)	-2	-16	-20	5	42	4	-4	3	-2
C/C(=N\NC(=O)C1CC1)c1ccccc1O	1	4	6	-1	-2.3	8	-10	0	1
C=CCN(CC=C)C(=O)Cc1ccc(F)cc1	2	5	12	-2	-0.9	1	10	4	2
COc1ccc(CC(=O)NNC2=Nc3cccc4cccc2c34)cc1	1	-16	1	4	0.3	1	6	1	-2
CC(=O)c1cccc(NC(=O)CNC(=O)c2cc3ccccc3o2)c1	1	-8	3	5	1.4	4	8	0	-5
Cc1ccc(NC(=O)C2CCN(C(=O)c3ccc(Cl)cc3)CC2)nc1	-2	-1	-1	1	0.1	3	-1	1	2
CCCCCC(=O)OC(CN1CCCCCC1)CN1CCCC1=O (centres undefined)	-2	-9	-16	6	-1.2	11	-19	0	-1
O=C(CCN1C(=O)C2C3C=CC(C4CC34)C2C1=O)Nc1ccc(Cl)cc1O (centres undefined)	2	4	-19	-6	1.5	-14	-18	4	1
N/C(=N\OCC(=O)Nc1ccc(F)c(Cl)c1)c1ccccc1	-3	10	5	8	-0.8	4	-16	3	2

Entries from the list above that contain an NH in an aromatic ring, in the order listed:
SMILES	M5 PAM	TAAR1 antag	CRFBP-R2 block	CHRM4 PAM	CRFR2-BP ag	M5 antag	M1 PAM parental	TAAR1 agonist	CHRM5 agonist
O=C1c2[nH]c(=O)[nH]c(=O)c2CN1Cc1ccccc1	-3	-26	0	-2	-0.3	16	-20	8	1
C=CCn1c(Cc2nc3ccccc3[nH]2)n[nH]c1=S	-3	7	-2	0	-2.7	-4	-9	0	1
CCOC(=O)Nc1c(C(=O)OC)[nH]c2cc(OC)ccc12	-3	-26	-11	2	2.8	-4	17	2	0

New compounds follow:
SMILES	M5 PAM	TAAR1 antag	CRFBP-R2 block	CHRM4 PAM	CRFR2-BP ag	M5 antag	M1 PAM parental	TAAR1 agonist	CHRM5 agonist
c1ccc(-c2nc(-c3ccc(-c4ccon4)s3)no2)cc1	-6	-26	-1	-16	2.7	13	-5	1	0
Cc1nc2ccccc2n1S(=O)(=O)c1ccc(F)cc1	-3	4	-4	2	-0.4	3	3	1	-5
CCOc1ccc(-c2cn(CCC#N)cn2)cc1	4	5	-31	9	2.3	-9	20	5	1
CCCCC1=CC2=CC(=O)C(C)(OC(=O)CC)C(=O)C2=CN1c1ccccc1 (centres undefined)	6	nt	-8	18	0.1	-4	-4	nt	1
O=C(CCCc1nc(-c2ccc(Cl)cc2)no1)NCC1CCCO1 (centres undefined)	-10	8	5	-14	0.5	15	-10	2	4
CCn1c(NCCO)nc2c(c1=O)C(C)(CC)Cc1ccccc1-2 (centres undefined)	-2	12	-19	-16	-0.6	11	22	3	-2
Cc1sc(NC(=O)c2ccco2)c(C(c2cccnc2)N2CCN(c3ccc(F)cc3)CC2)c1C (centres undefined)	-3	-24	-59	-4	18	6	23	3	-1
O=c1c2[nH]c3ccc(F)cc3c2ncn1CCN1CCOCC1	0	-28	18	15	-2.6	-3	10	2	2
CCOc1ccccc1NC(=O)C1CCN(c2ccc(S(=O)(=O)N3CCCC3)cc2)CC1	-4	9	11	11	1.6	18	-6	4	-4
CC(C)(C)c1ccc(CC(=O)N2CCC2(C)C(=O)NS(=O)(=O)c2ccc(F)cc2F)cc1 (centres undefined)	0	-14	nt	-5	nt	7	4	0	1
CCOC(=O)c1cc(-c2ccccc2)sc1N	-5	-23	0	0	-0.6	-5	-6	-1	-8
O=C(N/N=C/c1cccc(F)c1)NC1CCCCC1	6	-16	-78	6	1.0	-4	4	27	-2
O=C(Nc1cnc2ccccc2c1)N1CCCCC1	-5	9	16	-7	-0.9	6	-2	0	-1
COc1cc2oc(=O)cc(CN3CCN(c4ccc(Cl)c(Cl)c4)CC3)c2cc1Cl	4	-7	nt	-2	nt	0	4	1	1
O=C(COc1ccc(S(=O)(=O)N2CCOCC2)cc1)Nc1ccccc1Cl	3	-2	2	1	0.0	-2	22	-1	0

Three compounds already listed, ordered by the value under M5 antag, low to high.
| mol | M5 antag |
| --- | --- |
| CCCCC1=CC2=CC(=O)C(C)(OC(=O)CC)C(=O)C2=CN1c1ccccc1 (centres undefined) | -4 |
| O=C(Nc1cnc2ccccc2c1)N1CCCCC1 | 6 |
| CCOc1ccccc1NC(=O)C1CCN(c2ccc(S(=O)(=O)N3CCCC3)cc2)CC1 | 18 |

Carrying on:
SMILES	M5 PAM	TAAR1 antag	CRFBP-R2 block	CHRM4 PAM	CRFR2-BP ag	M5 antag	M1 PAM parental	TAAR1 agonist	CHRM5 agonist
Cc1nc(N2CCNCC2)c2c3c(sc2n1)CCCC3	-11	nt	1	-7	-0.9	19	-19	nt	-15
CCCCCn1c(=O)c(F)cn(Cc2ccc(OC)c([N+](=O)[O-])c2)c1=O	-4	1	6	10	-0.3	6	5	5	1
NS(=O)(=O)c1ccc(CNC(=O)c2ccc(Cl)cc2[N+](=O)[O-])cc1	-4	-2	17	5	0.8	3	-6	1	0
CCc1ccc(C(C)NC(=O)c2cccs2)cc1 (centres undefined)	3	-2	2	1	-0.5	1	4	9	3
O=C(NCc1ccccc1Cl)c1cccc(OC2CCN(C(=O)C3CC3)CC2)c1	-1	16	10	-7	-0.6	-6	-2	6	2
C=CCNc1nnc(SC2CC(=O)N(c3ccc(OC)cc3)C2=O)s1 (centres undefined)	1	-6	14	4	-0.4	-1	6	3	0
CN1CCN(C(=O)c2cc3c(C(F)(F)F)nn(C)c3s2)CC1	-5	-13	-2	2	0.0	7	4	0	-1
Cc1ccc(SC(C)C(=O)Nc2cccc(N(C)S(C)(=O)=O)c2)cc1 (centres undefined)	-8	7	-13	-2	-0.7	8	-13	5	0
CC(C)C[C@H]1COCCS(=O)(=O)N1Cc1cccc(Cl)c1	-4	19	-1	5	-1.7	7	11	9	-4
O=C(COc1ccccc1)NC(NC(=S)Nc1ccccc1C(=O)O)C(Cl)(Cl)Cl (centres undefined)	-2	-12	17	1	-3.8	3	24	0	1
O=C(CCCCn1c(=O)[nH]c2ccsc2c1=O)NCc1ccc2c(c1)OCO2	1	10	-10	3	3.0	-1	9	0	-2
Cc1cc(C)c(NC(=O)CCCOC(=O)C2=COCCO2)c(C)c1	-2	-26	1	4	-0.7	-1	16	3	-2
CCCCNC(=O)CCC(=O)Nc1ccc2nc(N3CCCCC3)cc(C)c2c1	-1	3	0	-5	0.3	-1	26	-4	0
Cc1csc(=O)n1CC(=O)OCC(=O)NNC(=O)c1ccc(Cl)cc1	11	11	3	9	-0.5	-4	-18	-1	4
O=C(COC(=O)Cc1c[nH]c2ccccc12)NCCc1ccccc1	5	-12	-4	3	-2.1	4	10	9	-2
CCC(=O)n1nc(-c2ccc(Cl)cc2)nc1N	1	0	-17	-8	-5.7	8	12	4	-2
C/C=C/c1ccc(OCCn2cncn2)c(OC)c1	3	13	7	3	0.7	-5	8	1	-2
O=C(CCCN1C(=O)c2ccccc2C1=O)NCCC1=CCCCC1	-7	10	1	-2	0.5	0	25	0	-1
COc1ccc(NC(=O)CSc2nnc(NC(=O)c3ccccc3C(=O)O)s2)cc1	3	-8	28	12	-0.3	5	10	1	-2
